APEX1 inh – qHTS Assay for Inhibitors of the Human Apurinic/apyrimidinic Endonuclease 1 (APE1); DNA repair nuclease/redox regulator APEX1 (Homo sapiens), P27695; recombinant APE1, TAMRA/BHQ-2 abasic DNA cleavage fluorescence; Potency, µM (series often up to 65.8 µM), for inactives: at the top dose activity change, negative = inhibition, usual class: inhibitors; 350,000 compounds, 0.35% hits;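 further: potency means the concentration at half of the fitted maximal effect; plate controls were vehicle for no effect and reference inhibitor for full effect; nearly all actives have a fitted effect of over 55% in size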
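Step 1: APE1 (0.75 nM) with compound, 15 min RT. Step 2: add 50 nM fluorophore/quencher THF duplex. Step 3: three fluorescence reads 60 s apart (525/598 nm); read 3 minus read 1 = reaction progress.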
ALOX12 inh – Primary qHTS assay for inhibitors of human arachidonate 12S-lipoxygenase (ALOX12): Round 2. AID 1671190, 2021. purified 12hLO, xylenol orange hydroperoxide absorbance. 580,000 compounds, 1.1% hits. Potency, µM (top dose mostly 108 µM), for the others: top-dose activity change, negative = inhibition, actives largely listed as inhibitors. Polyunsaturated fatty acid lipoxygenase ALOX12 (Homo sapiens), P18054; further: potency means the concentration at half of the fitted maximal effect; on the % scale 0 is the no-effect control and ±100 the full control effect
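Purified human 12hLO at 150 nM in 25 mM Hepes, 0.01% Triton X-100, pH 7.0, preincubated 15 min at room temperature with compound. Reaction started with 40 uM arachidonic acid, 30 min at room temperature. Hydroperoxide measured by Fe-xylenol orange, 573/405 nm absorbance ratio.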
ERG Ets-DNA blk – qHTS for Small Molecule Inhibitors of the ERG Ets/DNA interaction | AID 624246, 2012 | fluorescence polarization, His-ERG Ets domain / labelled DNA | Potency, µM (top dose mostly 76.9 µM), for the others: top-dose FP activity, negative = inhibition, actives largely listed as inhibitors | 370,000 compounds, 0.028% hits | Transcriptional regulator ERG (Homo sapiens), P11308; active means well fitted inhibition curve with a large enough effect in the polarisation, with a control signal flat; inconclusive means small, poorly fitted or top-dose-only effect, or effect the other way, or a change in a side signal; inactive means no such curve, though single readings can be large or run the other way; the % refers to the polarisation;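 further: polarization taken with two DNA probes labelled with fluorescein and Texas red; potency means the concentration at half of the fitted maximal effect; % of control where 0% means no effect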
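His-tagged ERG Ets domain (1 uM in the protein solution; 300mM KCl, 50mM Tris-HCl, 1mM EDTA, 1mM DTT, pH 7.5) received compound, then a probe mix of 5 nM fluorescein-DNA and 100nM Texas-615-DNA. Fluorescence polarization was read for both dyes.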
POLB inh – qHTS Assay for Inhibitors of DNA Polymerase Beta; P06746; Pol beta primer extension/strand displacement, fluorescence kinetic; Potency, µM (series often up to 114 µM), for inactives: at the highest dose activity change, negative = inhibition, hits mostly inhibitors; 340,000 compounds, 1.3% hits; AID 485314, 2010; further: potency means the concentration at half of the fitted maximal effect; on the % scale 0 is the no-effect control and ±100 the full control effect
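10 nM enzyme + cpd, 15 min RT; start with substrate 50 nM final; read 0 min and after 10 min RT. Corrected, normalized data; 4-parameter Hill curve fit.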
POLK inh – qHTS for Inhibitors of Polymerase Kappa | purified Pol kappa, fluorescent DNA synthesis assay, 10 min | Potency, µM (titrated, usually from 107 µM), without a hit: at the highest dose activity, negative = inhibition, most hits filed as inhibitors | AID 588579, 2011 | 400,000 compounds, 0.53% hits; further: potency means the concentration at half of the fitted maximal effect; on the % scale 0 is the no-effect control and ±100 the full control effect
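First, compounds were pin-transferred onto 10 nM Pol kappa. After 15 min at room temperature, substrate was added to 50 nM final. Fluorescence was then measured kinetically at 0 and 10 min.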
Pol iota inh – qHTS for Inhibitors of Polymerase Iota; DNA polymerase iota (Homo sapiens), Q9UNA4; Pol iota fluorescent replication assay, 10 min; Potency, µM (titrated, usually from 115 µM), for the others: at the highest dose activity, negative = inhibition, hits mostly inhibitors; 390,000 compounds, 1% hits; AID 588590, 2011; further: potency means the concentration at half of the fitted maximal effect
Target sequence (Q9UNA4 whole entry, looked up): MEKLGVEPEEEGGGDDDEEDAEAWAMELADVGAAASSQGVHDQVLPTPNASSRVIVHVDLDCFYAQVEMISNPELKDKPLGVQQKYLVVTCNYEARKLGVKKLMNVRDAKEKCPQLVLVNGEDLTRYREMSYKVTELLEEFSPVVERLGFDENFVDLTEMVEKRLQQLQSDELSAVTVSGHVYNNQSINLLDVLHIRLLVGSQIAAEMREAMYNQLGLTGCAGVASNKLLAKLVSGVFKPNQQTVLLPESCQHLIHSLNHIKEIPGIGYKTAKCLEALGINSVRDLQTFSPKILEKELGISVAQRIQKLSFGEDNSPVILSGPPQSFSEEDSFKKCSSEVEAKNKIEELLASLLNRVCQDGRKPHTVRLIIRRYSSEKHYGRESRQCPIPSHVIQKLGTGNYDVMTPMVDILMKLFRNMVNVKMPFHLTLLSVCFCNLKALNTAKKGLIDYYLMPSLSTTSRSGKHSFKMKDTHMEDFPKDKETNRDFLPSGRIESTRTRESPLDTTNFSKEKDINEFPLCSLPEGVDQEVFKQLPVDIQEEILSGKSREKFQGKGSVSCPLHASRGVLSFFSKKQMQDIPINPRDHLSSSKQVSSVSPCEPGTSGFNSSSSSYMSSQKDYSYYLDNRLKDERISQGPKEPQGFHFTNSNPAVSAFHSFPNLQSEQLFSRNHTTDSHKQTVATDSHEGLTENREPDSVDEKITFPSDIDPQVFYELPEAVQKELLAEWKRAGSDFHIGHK
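Fluorescent replication assay read twice, at 0 min and 10 min after adding 50 nM (final) substrate. Enzyme (10 nM) and compounds were first incubated 15 min at room temperature; enzyme-free buffer wells were negative controls.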
BLM inh – qHTS Assay for Inhibitors of Bloom's syndrome helicase (BLM) | Potency, µM (doses to about 56.1 µM), inactives show top-dose activity change, negative = inhibition, most hits filed as inhibitors | recombinant BLM DNA unwinding, fluorescence dequenching | 350,000 compounds, 0.2% hits | RecQ-like DNA helicase BLM (Homo sapiens), P54132;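 further: potency means the concentration at half of the fitted maximal effect; plate controls were vehicle for no effect and no enzyme for full effect; nearly all actives have a fitted effect of over 35% in size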
Apoferritin bind – qHTS Assay for Identification of Novel General Anesthetics; Ferritin light chain (Equus caballus), P02791; apoferritin/1-aminoanthracene competitive binding, fluorescence; Potency, µM (top dose mostly 77.5 µM), without a hit: at the top dose activity change, negative = displacement, usual class: inhibitors; 350,000 compounds, 0.074% hits; AID 485281, 2010; further: potency means the concentration at half of the fitted maximal effect; on the % scale 0 is the no-effect control and ±100 the full control effect; nearly all actives have a fitted effect of over 20% in size
Target sequence (P02791 2-175 limits assumed): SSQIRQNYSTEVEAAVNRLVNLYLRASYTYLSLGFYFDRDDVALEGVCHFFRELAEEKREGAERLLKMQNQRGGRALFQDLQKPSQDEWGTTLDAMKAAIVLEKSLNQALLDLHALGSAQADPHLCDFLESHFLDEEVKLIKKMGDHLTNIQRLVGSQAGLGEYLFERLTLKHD
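Probe: 1-aminoanthracene (50% saturated, PBS). Protein: horse-spleen apoferritin, 10 uM. Incubation: 10 min, room temperature. Detection: 380 nm excitation, 535 nm emission. Analysis: normalized response, four-parameter Hill.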
TRHR agonist – qHTS for Small Molecule Agonists and Allosteric Enhancers of Human TRH Receptor: Primary Screen for Agonists. Thyrotropin-releasing hormone receptor (Homo sapiens), P34981. TRHR cells, calcium flux fluo-8, FDSS agonist mode. activation, % at 2 µM. 360,000 compounds, 0.18% hits. AID 493084, 2011; in the data active means activation above about 30%; further: 0% is about no effect
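TRHR-expressing cells, plated overnight in medium with 10% serum, were loaded with fluo-8 calcium dye at room temperature. After a 10 s baseline, library compound was pin-added and calcium release was recorded kinetically (ex 480/em 530) as agonist response.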
* marks the source's active call; other numbers are inactive results; ? = inconclusive; . = not tested or not shown; & = joins results of further samples; [ ] = remark or other dose. Unless noted, the call rests on the fitted dose curve; in most records, active means well fitted curve in the direction sought with a large enough effect; inconclusive means small, poorly fitted or top-dose-only effect, or another doubt; inactive means no such curve, though single readings can be large; an effect the other way counts as inactive or inconclusive. Only part of the results is shown (hit frequency here may not be typical).

SMILES	APEX1 inh	ALOX12 inh	ERG Ets-DNA blk	POLB inh	POLK inh	Pol iota inh	BLM inh	Apoferritin bind	TRHR agonist
COc1ccc(NC(=O)C2CCN(c3cc(C)nc(-c4ccccc4)n3)CC2)cc1	?	39%[activator]	-10%	13%	-2%	10%	-4%	-9%	-0.5
COc1cccc(CN(C)CC(=O)Nc2sc3c(c2C#N)CCC3)c1	-2%	-5%	1%	2%	-13%	20%	-10%	-17%	0.4
CCc1nn(C(CC)C(=O)NCC(C)c2ccccc2)c(=O)c2cc3occc3n12 (stereo not drawn)	15%	0%	14%	2%	1%	29%	4%	-19%	4.8
Cc1nc(N2CCN(c3ccccn3)CC2)c2c(C)c(C(=O)Nc3c(C)cc(Br)cc3C)sc2n1	67%	4%	14%	12%	11%	0%	-4%	2%	-0.8
Cc1c(NC(=O)C(C)N2C(=O)NC3(CCC(C)CC3)C2=O)c(=O)n(-c2ccccc2)n1C (stereo not drawn)	10%	0%	13%	-13%	1%	67%[activator]	-5%	-1%	0.2
CS(=O)(=O)c1nc(-c2ccc(Br)cc2)cc(-c2ccccc2)c1C#N	-2%	-8%	2%	7%	-11%	13%	-12%	?	0.4
O=C(c1cc2cc(Cl)ccc2o1)N1CCCCCC1	19%	-16%	1%	.	-9%	25%	.	.	-1.6
CCCCC(CC)COP(=O)(OCC(CC)CCCC)OCC(CC)CCCC (stereo not drawn)	-15%&1%	9%	3%	.	3%	22%	.	.	0.3
O=C(O)c1ccccc1CSc1ncn[nH]1	10%	-24%	-3%	25%	11%	91%[activator]	-2%	-12%	-0.1
Cc1nnc(C)c2c(C)n(-c3ccc(Cl)c(N)c3)c(C)c12	5%	0%	7%	7%	-13%	73%[activator]	3%	-17%	-1.1
CCC(C)(C)C1CCC(=NNC(=S)Nc2cccnc2)CC1 (stereo not drawn)	-1%	-28%	2%	3%	8%	38%[activator]	-2%	-9%	-0.2
COc1ccc(NC(=O)c2c([N+](=O)[O-])c(C(C)(C)C)nn2C)cc1	7%	8%	-10%	-2%	-5%	-13%	-8%	5%	0.4
CC1(C)Cc2c(cnn2-c2cccc(F)c2)C(NC(=O)CN2CCCC2=O)C1 (stereo not drawn)	-12%	8%	-6%	32%[activator]	-7%	-5%	-3%	-2%	0.4
CN(CC(=O)Nc1c(Cl)cccc1Cl)C(=O)Cc1ccc2c(c1)CCC2	4%	?	-4%	.	-5%	4%	.	.	0.2
CC1CCN(S(=O)(=O)c2ccc3c(c2)N(CC(=O)NCCCOC(C)C)C(=O)CO3)CC1	-5%	-1%&0%	-8%&-12%	6%&88%	-4%&-10%	37%&34%[activator]	-2%&1%	8%&-1%	-0.5&-0.2
O=C(NNC(=O)c1sccc1-n1cccc1)Nc1ccccc1	-3%	14%	?	2%	3%	65%[activator]	-2%	-23%	-0.4
O=C(/C=C/c1ccccc1)NCC(=O)N/N=C/c1ccco1	34%	-5%	7%	1%	0%	31%[activator]	-11%	-4%	0.2
CC(C)CCOc1ccc(Oc2nc(N(C)C)nc(N(C)C)n2)nn1	.	3%	-6%	25%	-8%	10%	0%	-3%	0.3
CCOC(=O)c1nnn(-c2nonc2N)c1-c1ccccc1	-3%	-30%	-7%	34%	-10%	13%	0%	-13%	-0.7
CCC(=C(c1ccc(OC)cc1)c1ccc(OC)cc1)c1cn(CC(O)CN2CCN(C)CC2)c2ccccc12 (stereo not drawn)	2%	?	-4%	2%	-5%	-7%	-5%	-20%	0.7
Cc1noc(C)c1CSc1cc(C)c2ccccc2n1	14%	-6%	.	2%	-10%	10%	-6%	-11%	-0.3
O=C(O)CCCCn1c(SCC(=O)Nc2ccccc2C(F)(F)F)nc2ccsc2c1=O	4%	9%&-15%	22%&6%	32%&-3%[activator]	3%	-7%&-8%	2%&3%	-5%&-5%	0.2&-0.2
C=CCn1c(=O)c(C(=O)NCCc2ccccc2)c(O)c2ccccc21	-4%	7%	.	20%	-6%	-2%	-8%	5%	0.6
CCOC(=O)C1=C(N)OC2=C(C(=O)CCC2)C1c1cccnc1 (stereo not drawn)	-7%	26%	-10%	-4%	-14%	2%	4%	-2%	0.5
CCNC(=O)/C(=C\c1ccccc1)NC(=O)/C=C/c1ccccc1	-11%	6%	-11%	-1%	-13%	14%	-1%	0%	0.1
CN(C)CCNc1oc(COc2ccc(Cl)cc2Cl)nc1C#N	-2%	5%	-3%	80%	-10%	47%[activator]	-4%	?	0.1
COc1ccc(C2C(C(=O)c3ccco3)=C(O)C(=O)N2CC2CCCO2)cc1 (stereo not drawn)	5%	?	3%	-1%	-2%	29%	-5%	-17%	-0.4
CCc1ccc(NC(=O)COc2ccc(/C=C(/C#N)c3nc4ccccc4[nH]3)cc2OC)cc1	0%	-23%	-1%	?	-28%	14%	-22%	341%[activator]	-0.4
Cc1[nH]c(=O)c(C#N)c(C)c1CCC(=O)Nc1cc(S(C)(=O)=O)ccc1Cl	79%[activator]	?	-6%	-1%	9%	31%[activator]	0%	0%	-1.8
Cc1cccc(NS(=O)(=O)c2ccc3c(c2)Cc2cc(S(=O)(=O)Nc4cccc(C)c4C)ccc2-3)c1C	3%	-22%	-2%	-4%	-14%	21%	-4%	-10%	0.6
CCOC(=O)c1c(NC(=O)CSc2nncs2)sc(C)c1-c1ccccc1	-5%	-27%	-5%	1%	-9%	9%	-15%	-18%	6.6
CC(=O)Nc1ccc(Oc2cc(C#N)c(C#N)cc2N2CCOCC2)cc1	-4%	152%[activator]	0%	1%	-14%	34%[activator]	-3%	-8%	-0.7
CCCN(c1ccc(C(C)C)cc1)S(=O)(=O)c1c(C)noc1C	1%	0%	10%	2%	-17%	15%	-9%	-12%	0.3
COc1ccc(B(O)O)cc1	5%	-129%	.	.	-24%	10%	4%	-13%	.
CCCCc1ccc(N=N/C(C(=O)Nc2ccc(NC(C)=O)cc2OC)=C(/C)O)cc1	0%	-1%	-5%	12%	4%	-8%	-13%	?	-0.9
CCN(CC)S(=O)(=O)c1cc(NC(=O)CSc2nnc(-c3cccs3)o2)ccc1C	-1%	21%	-1%	-10%	-8%	2%	5%	-7%	-0.6
O=C(C[C@@H]1C/C=C/CCCC(=O)O[C@H](c2ccccc2)CNC1=O)N[C@H](CO)Cc1ccccc1	-7%	-6%	-3%	.	-2%	?	.	.	.
O=S(=O)(c1ccc(Cl)cc1)N1CCCC1c1nc(-c2ccc(Cl)cc2)no1 (stereo not drawn)	1%	0%	12%	-23%	-7%	14%	-9%	34%[activator]	1.8
O=C(CCCc1nc(-c2ccccc2)no1)Nc1cccnc1	2%	0%	-2%	28%	-11%	7%	2%	-15%	0.1
COc1ccc(-n2c(Cc3cccn3C)nnc2SCC(=O)N2CCC(C)CC2)cc1	-3%	366%[activator]	1%	-1%	-12%	29%	-8%	?	-0.1

The last two compounds of the section before lead into the next.
SMILES	APEX1 inh	ALOX12 inh	ERG Ets-DNA blk	POLB inh	POLK inh	Pol iota inh	BLM inh	Apoferritin bind	TRHR agonist
O=C(CCCc1nc(-c2ccccc2)no1)Nc1cccnc1	2%	0%	-2%	28%	-11%	7%	2%	-15%	0.1
COc1ccc(-n2c(Cc3cccn3C)nnc2SCC(=O)N2CCC(C)CC2)cc1	-3%	366%[activator]	1%	-1%	-12%	29%	-8%	?	-0.1
CC(C)(C)c1ccccc1OCCCCCn1ccnc1	7%	-29%	12%	3%	6%	43%[activator]	-7%	-21%	-1.4
COc1ccc(-c2[nH]ncc2C(=O)NCc2cccc(F)c2)cc1	.	-23%	1%	8%	2%	32%	-2%	-8%	-0.5
CCc1cc(=O)[nH]c(SCc2cccnc2)n1	-9%	.	19%	2%	-6%	-5%	0%	-4%	1.5
COc1ccc(OC)c(NS(=O)(=O)c2ccc3c(c2)CCC(=O)N3)c1	-1%	0%	2%	2%	11%	39%[activator]	-1%	-11%	0.2
Cc1ccc(OCCN2CCN(CC(O)Cn3c4ccccc4c4ccccc43)CC2)cc1 (stereo not drawn)	-3%	?	.	-19%	.	.	0%	-19%	0.3
O=C(OCc1ccccc1)[C@@H]1COC(c2ccc(Br)cc2)=N1	-3%	.	.	.	-14%	.	-1%[75.6 µM]	-13%[110 µM]	.
CCc1ccc(-c2cc(C(F)(F)F)n3nc(C(=O)Nc4cnn(Cc5ccccc5C)c4)cc3n2)s1	2%	-3%	-9%	28%	-4%	31%	1%	-5%	.
O=C1CCSc2c1ccc1ccccc21	.	-6%	-2%	.	-15%	8%	.	.	.
CC(=O)Nc1ccc(NC(=O)c2c(-c3ccccc3)noc2C)cn1	35%	-1%	30%[activator]	55%	-11%	0%	-2%	-3%	0.9
COc1ccc(OCCNC(=O)c2ccccc2OCC(=O)Nc2ccc(NC(C)=O)cc2)cc1	15%	-4%	-6%	64%	-6%	151%[activator]	3%	-20%	-3.8
CCCn1c(CN2CCN(C(C)=O)CC2)nc2cc(S(=O)(=O)N(C)C)ccc21	-1%[12.4 µM]	-27%	-3%	12%	-7%	-4%	3%	1%	-1.1
